RAD52 inh – RAD52 DNA annealing inhibitors, primary screen, biochemical, FRET, single point, set 2; DNA repair protein RAD52 homolog (Homo sapiens), P43351; recombinant RAD52 DNA annealing, FRET fluorescence; inhibition, % at 18.7 µM; hit rate 0.46% among 360,000; AID 651710, 2012;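 active = every replicate showing at least 50% inhibition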
Casp6 inh – human caspase-6 inhibitors, primary screen, biochemical, VEID-R110 fluorescence, single point, set 2; P55212; purified caspase-6, Z-VEID-R110 cleavage fluorescence; inhibition, % at 12.5 µM; hit rate 0.53% among 350,000; AID 686996, 2013;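 active = mean inhibition across replicates at least about 35%, with every replicate also reaching that limit, limit read from the data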;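 note: 0% = median of neutral control wells and 100% = no fluorescence left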
Target sequence (P55212 24-179 limits assumed): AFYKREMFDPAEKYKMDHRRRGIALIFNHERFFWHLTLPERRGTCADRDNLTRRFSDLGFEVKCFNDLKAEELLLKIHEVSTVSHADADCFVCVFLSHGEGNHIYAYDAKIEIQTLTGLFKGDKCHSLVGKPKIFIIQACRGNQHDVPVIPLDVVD
Target sequence (P55212 194-293 limits assumed): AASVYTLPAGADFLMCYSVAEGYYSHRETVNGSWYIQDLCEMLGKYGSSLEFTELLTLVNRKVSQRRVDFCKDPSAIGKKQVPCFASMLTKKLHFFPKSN
E-selectin induc – E-selectin induction in HUVECs, primary screen, imaging, HUVEC, immunofluorescence imaging, single point. hit rate 0.37% among 260,000. normalized: neutral wells 0, TNF-alpha wells 100. activation, % at 7.58 µM. AID 686992, 2013;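 active = mean E-selectin-positive cell signal at least 10% of the positive control, reached in at least 60% of replicates, without over 20% cell loss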;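 note: in these data hits start at about 27%; measured in HUVEC primary endothelial cells; signal is the percent of cells scored E-selectin positive by PE staining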
Target sequence (P16581 whole entry, looked up): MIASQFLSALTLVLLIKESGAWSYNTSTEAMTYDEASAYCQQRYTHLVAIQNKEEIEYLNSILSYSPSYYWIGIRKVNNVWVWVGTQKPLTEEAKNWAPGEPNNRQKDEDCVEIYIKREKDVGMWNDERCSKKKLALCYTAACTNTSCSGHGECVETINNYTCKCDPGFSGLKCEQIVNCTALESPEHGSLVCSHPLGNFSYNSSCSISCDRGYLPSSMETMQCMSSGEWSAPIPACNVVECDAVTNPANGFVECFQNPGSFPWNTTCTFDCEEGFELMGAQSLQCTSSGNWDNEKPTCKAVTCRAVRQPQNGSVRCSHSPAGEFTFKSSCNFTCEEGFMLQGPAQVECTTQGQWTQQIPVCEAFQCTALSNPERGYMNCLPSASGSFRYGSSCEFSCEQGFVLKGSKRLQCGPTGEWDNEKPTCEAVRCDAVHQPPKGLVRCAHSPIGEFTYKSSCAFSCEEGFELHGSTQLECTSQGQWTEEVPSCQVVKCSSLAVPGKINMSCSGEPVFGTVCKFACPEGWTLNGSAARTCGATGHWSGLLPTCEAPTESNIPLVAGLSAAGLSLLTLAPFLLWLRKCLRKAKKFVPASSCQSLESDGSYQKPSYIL
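Read-out: % PE-positive cells | Test system: HUVEC | Doses: One compound dose added by pin transfer | Buffer or medium: EGM-2 over gelatin coat | Signal: Immunofluorescence imaging | Benchmarks: TNF-alpha, DMSO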
ERp5 inh – inhibitors of ERp5-driven insulin aggregation, primary screen, biochemical, turbidity, absorbance 650 nm, single point; 90 min; inhibition, % at 9.99 µM; hit rate 0.05% among 350,000; AID 651711, 2012;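 active = mean replicate inhibition above about 25%, with every replicate also reaching it, limit read from the data, passing the limit was not always enough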
PglD DTNB – C. jejuni PglD acetyltransferase inhibitors, primary screen, biochemical, DTNB colorimetric, single point. UDP-N-acetylbacillosamine N-acetyltransferase PglD (Campylobacter jejuni). purified PglD enzyme, DTNB colorimetric CoA detection. inhibition, % at 12.5 µM. hit rate 0.098% among 360,000. AID 602405, 2012; in the data active = inhibition above about 16%, passing the limit was not always enough; note: strong numbers were not always called active
RAD54 branch – inhibitors of human RAD54 branch migration, primary screen, biochemical, fluorescence, single point. hit rate 0.14% among 360,000. RAD54 Holliday junction branch migration, FAM/BHQ fluorescence. DNA repair and recombination protein RAD54-like (Homo sapiens), Q92698. inhibition, % at 10.4 µM;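 active = mean normalized replicate activity at least 40 and at least half of replicates scoring 40 or more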;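 note: 0% = median of neutral control wells and 100% = median of positive control wells; inhibitors cause a drop in the FAM fluorescence signal; in these data hits start at about 50%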
ARNT-TACC3 inh – disruptors of ARNT/TACC3 protein interaction, primary screen, biochemical, AlphaScreen, single concentration; Transforming acidic coiled-coil-containing protein 3 (Homo sapiens), Q9Y6A5; AlphaScreen His-ARNT PAS-B/GST-TACC3 binding, luminescence; TACC3 fragment carries E629A point mutation; inhibition, % at 9.99 µM; hit rate 0.66% among 390,000; AID 623870, 2012;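 active = mean inhibition of replicates at least 50% and at least half of replicates each reaching 50%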;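 note: 0% = complete ARNT plus TACC3 wells and 100% = ARNT alone without TACC3; many hits fall short of the cut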
esBAF inh – Bmi1 luciferase reporter increase in mESCs, primary screen, esBAF inhibitor project, mouse ES cells, Bmi1 luciferase knock-in, single point | hit rate 2% among 350,000 | 24 h; 100% = twice the neutral-well signal | reporter increase, % at 12.5 µM; in the data active = activation above about 40%;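 note: 0% = median of the plate's neutral control wells and 100% = double that signal; a rise in the Bmi1 reporter signal indicates esBAF inhibition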
An asterisk follows results filed as active; x = no result given; & = joins results of further samples. The order is random (roughly 3.2% active in at least one column).

smiles	E-selectin induc	Casp6 inh	ERp5 inh	PglD DTNB	RAD54 branch	esBAF inh	RAD52 inh	ARNT-TACC3 inh
Cc1ccc(-c2cnc3c(c2)C(=O)N([C@@H](C)CO)C[C@H](C)[C@@H](CN(C)C(=O)c2ccccc2)O3)cc1	0.7	-0.6	-8.4	3.2	2.5	1.6	10.3	4.3
CC(C)(CN=C1NS(=O)(=O)c2ccccc21)CNC(=O)CN1C(=O)c2ccccc2C1=O	x	x	x	-2.9	-6.2	0.5	x	-0.8
O=C(NCCCc1ccccc1)c1cccc(NC(=O)C2CCCCC2)c1	-0.1	0.0	1.7	-1.0	2.2	0.6	-13.2	x
CC(OC(=O)C1CCN(S(=O)(=O)c2ccccc2C(F)(F)F)CC1)C(=O)N(C)Cc1ccccc1 (stereo unspecified)	x	-0.7	8.1	1.9	4.3	3.3	-12.1	-4.9
Cc1ccccc1CN1CCCC(C(=O)Nc2ccccc2Oc2cccnc2)C1 (stereo unspecified)	2.3	0.9	-13.4	-4.9	-0.2	-6.1	-14.4	0.4
Cc1ccccc1-n1c(=O)cc(N2CCN(C(=O)c3ccco3)CC2)[nH]c1=O	x	-2.1	2.8	0.9	1.9	-2.2	2.4	-4.4
Cc1ccc(NC(=O)C(C)OC(=O)CCNS(=O)(=O)c2ccc(C)cc2)cc1 (stereo unspecified)	x	-3.2	-0.1	-1.3	3.9	x	-13.0	15.2
c1ccc(CNCCCn2cnc3c(OCc4ccccc4)ncnc32)cc1	0.1	-3.9	-2.5	-0.4	-0.6	-0.7	-30.3	5.4
Cc1nnc(C)n1/N=C/c1ccc(-c2ccccc2Cl)o1	x	5.1	1.0	3.6	3.8	0.3	-5.3	-16.5
Cc1onc(-c2c(F)cccc2Cl)c1C(=O)N(C)CCc1ccccn1	0.0	-2.2	7.5	-5.3	-7.3	2.4	-9.5	11.6
COC(=O)C1=C(C)N(c2ccccc2)/C(=C/c2ccco2)C1=O	-0.9	8.0	0.4	x	x	-9.4	-95.7	-4.9
Cc1ccc(C(=O)CC(=O)c2cc(Cl)ccc2O)cc1	x	x	x	0.8	-6.5	25.1	x	6.1

smiles	E-selectin induc	Casp6 inh	ERp5 inh	PglD DTNB	RAD54 branch	esBAF inh	RAD52 inh	ARNT-TACC3 inh
NS(=O)(=O)c1ccc(CCNC(=O)C(=O)C2C(=O)Nc3ccccc32)cc1 (stereo unspecified)	0.1	4.6	-6.5	-3.2	-0.2	-2.0	-21.0	0.0
N#Cc1cccc(NC(=O)CNc2cc(S(=O)(=O)N3CCOCC3)ccc2N2CCCC2)c1	x	-1.3	2.5	-6.6	3.5	x	-21.0	4.8
Cn1c(=O)c2c(ncn2CCC(=O)N/N=C/c2ccccc2)n(C)c1=O	x	-3.0	2.8	x	x	x	-4.1	-1.3
CC(=O)c1sc2nc(C)c3c(c2c1N)CCCC3	0.5	0.0	-0.7	0.0	23.7	x	0.8	x
COc1ccc(-c2nn(-c3ccccc3)cc2/C=N/Nc2cccc(C(=O)O)c2)cc1	2.6	8.0	2.8	-6.6	5.5	47.3*	-30.5	-0.6
Cc1c(NC(=S)N2CCN(c3ccc(F)cc3)CC2)c(=O)n(-c2ccccc2)n1C	1.6	-2.0	-1.7	-3.3	-7.4	2.4	-11.1	-6.8
Cc1cccc(-c2nc3sc(C)cc3c(=O)o2)c1	-0.1	2.7	1.6	x	x	x	-0.1	-0.5
COCC(=O)Nc1ccc2c(c1)OC[C@H](C)N(CCc1ccccc1)C[C@@H](C)[C@H](OC)CN(C)C2=O	-0.1	-0.1	-3.7	-1.9	-10.9	-1.7	-0.9	-6.4
CCN1CCN(Cc2ccc(NC(=O)c3ccc(C)c(/C=C/c4cnc(Nc5cc(N6CCNCC6)nc(C)n5)cn4)c3)cc2C(F)(F)F)CC1	x	x	x	1.1&-6.7	104.9*	-87.7&-7.5	x	5.0
CCOc1ccc(NC(=O)N2CCCC2C(=O)NCc2ccco2)cc1 (stereo unspecified)	x	-4.3	-0.7	0.7	-2.8	0.7	-4.5	-5.4
Cc1cc(C(=O)Nc2cccc3c2O[C@@H](CN(C)C(=O)Nc2ccc(F)cc2)[C@@H](C)CN([C@@H](C)CO)C3=O)n(C)n1	-11.6	-0.6	-0.7	4.5	-15.9	2.4	13.7	-1.7
Cc1ccc(NC(=O)c2cc(F)c(F)cc2Cl)nc1	0.0	1.4	-7.8	-0.4	-5.7	44.2*	-4.7	0.2

smiles	E-selectin induc	Casp6 inh	ERp5 inh	PglD DTNB	RAD54 branch	esBAF inh	RAD52 inh	ARNT-TACC3 inh
Cc1nn(CC(=O)OCC(=O)Nc2c(C(C)C)cccc2C(C)C)c(C)c1[N+](=O)[O-]	-0.6	1.7	6.8	7.4	1.8	-6.3	-11.0	-17.9
C=CCSc1n[nH]c(-c2ccccc2)n1	x	x	x	0.0	5.7	53.5*	x	-4.8
CC(=O)Nc1cccc(NC(=O)CSc2nnc3ccccn23)c1	0.1	-1.5	3.7	-3.9	-0.4	x	-0.7	-3.1
O=[N+]([O-])c1ccc(/C=C/c2ccncc2)cc1	-0.1	-1.6	-3.3	-0.3	-9.5	10.1	-6.3	-9.1
Cc1cccc(-c2noc(CN(C(=O)/C=C/c3ccccc3Cl)C(C)C)n2)c1	x	2.2	6.0	x	x	x	-34.1	-0.4
Cc1ccc(-n2nc(CN3CCOCC3)c(-c3ccccc3)c2N)cc1Cl	x	x	x	-3.8	2.3	0.2	x	-1.6
COCCNc1nc(NCc2cccc(OC)c2)c2sc(-c3ccccc3)cc2n1	0.3	-0.5	3.0	-4.7	-5.0	0.7	80.2*	x
CC(CCc1ccccc1)NC(=O)CN(C)Cc1ccccc1F (stereo unspecified)	0.1	x	-3.0	-1.4	3.0	5.7	-12.7	-0.1
O=C(NC1CCCC1)[C@H]1[C@H](CO)[C@H]2Cn3c(cccc3=O)[C@@H]1N2C(=O)CC1CC1	0.1	-7.4	-4.6	3.6	-0.3	-0.9	-2.5	-17.5
CCC(=O)NCCc1nc2cc(NC(=O)COc3ccccc3)ccc2n1C	x	-2.3	1.1	6.1	0.3	30.8	-12.2	-4.3
Cc1cc(CNC(=O)COC(=O)c2ccc(Cl)c(N)c2)cc(C)c1O	0.5	-0.4	-3.1	4.1	9.9	-1.5	-8.0	6.5
CCOc1ccc(CNC(=O)CCCOc2cc(=O)n(C)c3ccccc23)cc1	x	x	x	8.7	-6.3	-3.3	x	-1.9

smiles	E-selectin induc	Casp6 inh	ERp5 inh	PglD DTNB	RAD54 branch	esBAF inh	RAD52 inh	ARNT-TACC3 inh
CCN(CC)C(=O)Oc1c(Cl)cc(Cl)c2cccnc12	x	-0.8	4.5	x	x	-1.0	-5.6	-1.3
COC(=O)[C@@H]1N=C(c2ccc(OCCCO)cc2)O[C@@H]1c1ccccc1N=[N+]=[N-]	x	0.3	-7.0	5.9	-0.4	x	-40.8	-7.8
CCNc1nc(NCC)nc(N/N=C/c2cc(OC)c(OC)c(OC)c2)n1	2.7	-0.3	-2.7	x	x	x	-4.0	15.2
S=c1sc(SCCOc2ccccc2)nn1-c1ccccc1	-0.2	1.4	9.1	x	x	-6.2	2.8	-31.1
C[C@H](CO)N1C[C@H](C)[C@H](CN(C)C)OCCCC[C@H](C)Oc2ccc(NS(=O)(=O)c3cccs3)cc2C1=O	0.0	-4.2	-2.2	-1.4	3.4	-1.5	-16.2	-4.0
CCN(CC)CCOc1ccc2c(c1)C(=NO)c1cc(OCCN(CC)CC)ccc1-2	x	x	x	0.9	125.3*	-81.0	x	-0.4
CCN1C=C(Cc2cccs2)C2=C(C1)C(c1cccs1)C(C#N)=C(N)O2 (stereo unspecified)	x	x	x	-5.3	-6.6	-5.8	x	7.5
CCN1C(=O)N(C)[C@@H](c2ccccc2)C(C(=O)OC)=C1C	-0.1	-1.1	-4.6	-5.2	-1.1	3.8	-6.0	-2.6
COCC(=O)N1C[C@H](C)[C@@H](OC)CN(C)C(=O)c2cc(NC(=O)Nc3ccccc3)ccc2OC[C@@H]1C	0.0	x	0.5	-0.4	4.5	-3.1	-3.3	-5.3
CN(C)CCCNC(=O)c1cc(C(=O)C2CCCCC2)c[nH]1	-2.7	-6.1	2.8	0.3	4.7	-8.3	4.0	5.3
O=C(Nc1ccc(Cl)cc1)c1csc(-c2ccncc2)n1	x	-3.3	-0.6	x	x	x	0.7	0.7
CC(NS(=O)(=O)c1ccc2c(c1)oc(=O)n2C)c1ccccc1 (stereo unspecified)	0.0	0.2	0.9	-1.7	1.0	x	-15.5	0.9

smiles	E-selectin induc	Casp6 inh	ERp5 inh	PglD DTNB	RAD54 branch	esBAF inh	RAD52 inh	ARNT-TACC3 inh
COc1ccc(Cn2c(SCc3cc(C)ccc3C)nc3cc(OC)c(OC)cc3c2=N)cc1	x	x	x	-3.6	-5.2	-84.8	x	6.2
O=[N+]([O-])c1ccc(N2CCOCC2)c([N+](=O)[O-])c1	0.1	0.1	-6.2	-1.2	1.6	8.3	0.1	-0.8
CCCCNS(=O)(=O)c1ccc(Br)cc1N1CCC[C@H]1CO	-0.1	5.6	1.6	-2.4	15.0	-6.9	-2.1	33.8
CCN(CC)S(=O)(=O)c1ccc(S(=O)(=O)N2CCCC2C(=O)O)cc1 (stereo unspecified)	x	-3.0	0.5	24.5*	9.0	-3.3	-3.9	-1.0
COc1ccc(NC(=O)Nc2ccc3c(c2)C(=O)N([C@@H](C)CO)C[C@H](C)[C@@H](CN(C)CC2CCCCC2)O3)cc1	3.2	-1.6	-3.9	10.6	3.2	-0.7	0.9	-0.5
Cc1ccc(N2CCN(c3ccc(C)cc3)C(CC(=O)O)C2=O)cc1 (stereo unspecified)	x	x	x	7.8	-2.8	15.8	x	-7.6

Of the compounds above, 7 contain fluorine:
smiles	E-selectin induc	Casp6 inh	ERp5 inh	PglD DTNB	RAD54 branch	esBAF inh	RAD52 inh	ARNT-TACC3 inh
CC(OC(=O)C1CCN(S(=O)(=O)c2ccccc2C(F)(F)F)CC1)C(=O)N(C)Cc1ccccc1 (stereo unspecified)	x	-0.7	8.1	1.9	4.3	3.3	-12.1	-4.9
Cc1onc(-c2c(F)cccc2Cl)c1C(=O)N(C)CCc1ccccn1	0.0	-2.2	7.5	-5.3	-7.3	2.4	-9.5	11.6
Cc1c(NC(=S)N2CCN(c3ccc(F)cc3)CC2)c(=O)n(-c2ccccc2)n1C	1.6	-2.0	-1.7	-3.3	-7.4	2.4	-11.1	-6.8
CCN1CCN(Cc2ccc(NC(=O)c3ccc(C)c(/C=C/c4cnc(Nc5cc(N6CCNCC6)nc(C)n5)cn4)c3)cc2C(F)(F)F)CC1	x	x	x	1.1&-6.7	104.9*	-87.7&-7.5	x	5.0
Cc1cc(C(=O)Nc2cccc3c2O[C@@H](CN(C)C(=O)Nc2ccc(F)cc2)[C@@H](C)CN([C@@H](C)CO)C3=O)n(C)n1	-11.6	-0.6	-0.7	4.5	-15.9	2.4	13.7	-1.7
Cc1ccc(NC(=O)c2cc(F)c(F)cc2Cl)nc1	0.0	1.4	-7.8	-0.4	-5.7	44.2*	-4.7	0.2
CC(CCc1ccccc1)NC(=O)CN(C)Cc1ccccc1F (stereo unspecified)	0.1	x	-3.0	-1.4	3.0	5.7	-12.7	-0.1

Compound activity: PubChem BioAssay, Broad Institute
